High-throughput results deposited in PubChem BioAssay by National Center for Advancing Translational Sciences (NCATS).
MmCpn inh – blocks the Methanococcus maripaludis chaperonin Mm-Cpn; purified Mm-Cpn ATPase, ADP Transcreener TR-FRET; 330,000 tested, 0.031% active; Potency, µM (series often up to 76.9 µM), inactives show at the highest dose activity, negative = inhibition, usual class: inhibitors; note: potency is the fitted concentration of half-maximal effect; % is set by controls: 0 for no effect and ±100 for the full control effect; nearly all actives have a fitted effect of over 80% in size
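Reaction buffer contained 30 mM Tris pH 7.4, 100 mM KCl, 5 mM MgCl2 and 1 mM DTT. Mm-CPN (25 nM final) hydrolysed 10 uM ATP over 30 min at 37°C; ADP was read by HTRF.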
Nrf2 activator – activates Nrf2 signaling | AREc32 ARE-luciferase reporter (MCF7-derived line), luminescence, 24 h | Potency, µM (top dose mostly 46.1 µM), for inactives: at the highest dose activation, most hits filed as activators | 410,000 tested, 0.31% active | AID 624171; note: potency is the fitted concentration of half-maximal effect; % of control where 0% means no effect; nearly all actives have a fitted effect of over 65% in size
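Nrf2 activation is followed as ARE-luciferase induction in the AREc32 line after one day of compound treatment; luminescence is read with Steady-Glo.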
Nrf2 inh – inhibitors of Nrf2 signaling; A549 ARE-Fluc reporter, luciferase luminescence, 18-24 h; Potency, µM (top dose mostly 46 µM), inactives show at the highest dose activity change, negative = inhibition, usual class: inhibitors; 360,000 tested, 2.1% active; AID 504444; note: potency is the fitted concentration of half-maximal effect; % is set by controls: 0 for no effect and ±100 for the full control effect; nearly all actives have a fitted effect of over 60% in size
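In this cell-based qHTS, ARE-driven firefly luciferase in A549 cells reports Nrf2 activity; the luminescent signal after BugLite lysis is the measured value, with a prior CellTiter-Fluor read for cell health.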
Akt phos inh – blocks phosphorylation of Akt; Neuro2A IGF-stimulated pAkt S473 HTRF, 20 min; hits give low values; activity change, % for hits at 50 µM; 360,000 tested, 0.32% active; AID 651550; in the data active = activity change below about -80%; inconclusive = mostly about -51% to -80%; note: % is set by controls: 0 for no effect and ±100 for the full control effect
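Single-point screen (50 µM final compound) in Neuro2A cells stimulated 20 min with 6 nM IGF at 37 deg C. After lysis, Ser473-phosphorylated Akt read by HTRF (ex 330 nm, em 615/665 nm) as the 665/615 ratio.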
A549 viability – kills or reduces viability of A549 cells in Nrf2 counter-screen | A549 ARE-Fluc cells, CellTiter-Fluor viability, 18-24 h | Potency, µM (titrated, usually from 46 µM), inactives show top-dose activity change, negative = cytotoxicity, actives largely listed as inhibitors | 390,000 tested, 0.16% active | AID 504648; note: potency is the fitted concentration of half-maximal effect; % is set by controls: 0 for no effect and ±100 for the full control effect
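A549 ARE_Fluc cells in 5% FBS OPTI-MEM were exposed to compounds in concentration-response for 18-24 h at 37 deg C. Viability was read by CellTiter-Fluor fluorescence (Ex 405/Em 525) after 30 min, before the luciferase read.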
HepG2 viability – counter-screen for TGF-b inhibitors: cytotoxicity in HepG2 cells; HepG2 CAGA-GFP viability, ATP luminescence, 18 h; Potency, µM (titrated, usually from 46.1 µM), without a hit: at the top dose activity change, negative = cytotoxicity, usual class: cytotoxic; 410,000 tested, 0.76% active; note: potency is the fitted concentration of half-maximal effect; some results filed as inactive show a strong effect at the top dose
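CellTiter-Glo luminescence gave cytotoxicity after 18 hours at 37 degrees C. The cells were HepG2 CAGA-GFP in 1% FBS DMEM, stimulated with 500 pg/mL TGF-beta after compound addition. %Activity was normalised to no-cell wells (complete cell-killing) and DMSO (no toxicity), and curves were fitted and classified.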
Abeta rescue – A-beta toxicity reversal in yeast; AID 1347071; 410,000 tested, 0.063% active; yeast expressing A-beta42, growth rescue, OD600, 48 h; response scale: 0% DMSO, 100% iron-clioquinol control; Potency, µM (series often up to 46.1 µM), for inactives: at the highest dose growth rescue, hits mostly activators; note: potency is the fitted concentration of half-maximal effect; nearly all actives have a fitted effect of over 55% in size
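Yeast growth medium received pinned compounds, then yeast cells expressing toxic A-beta were added; plates incubated at 30 C for 48 hr. Growth read as absorbance at 600 nm, normalized to DMSO and equimolar FeCl3 plus clioquinol controls.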
CCT modulator – modulators of cytosolic chaperonin (CCT/TRiC) activity; activity change, % (concentration not given with the values), hits read low; AID 651819; 360,000 tested, 0.3% active; purified chaperonin ATPase assay, HTRF ADP detection, 30 min; in the data active = activity change below about -30%; note: % is set by controls: 0 for no effect and ±100 for the full control effect
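Enzyme 40 or 20 nM (batch-dependent) in Tris pH 7.4/KCl/MgCl2/DTT; cpd 76 uM single point; ATP 10 uM; 30 min 37 °C; Transcreener ADP HTRF detection, 30 min RT; ratio 665/615.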
TGFb inhibitor – inhibitors of TGF-b signaling. 410,000 tested, 1.2% active. Potency, µM (series often up to 46.1 µM), for the others: at the highest dose activity, negative = inhibition, most hits filed as inhibitors. HepG2 CAGA-GFP TGF-b/SMAD3 reporter, GFP fluorescence, 18 h; TGF-beta stimulated, 500 pg/mL final; note: potency is the fitted concentration of half-maximal effect; % is set by controls: 0 for no effect and ±100 for the full control effect; nearly all actives have a fitted effect of over 65% in size
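Inhibition of TGF-beta-driven CAGA-GFP reporter expression in HEPG2 cells is measured by cellular GFP fluorescence after 18 h stimulation with 500 pg/mL recombinant TGF-beta in 1% FBS medium at 37 degrees C.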
Active calls of the source: *; i = inactive; u = inconclusive; x = no result given; & = joins results of further samples; [ ] = dose if it differs, or a comment. Unless noted, calls come from the whole dose curve; as a rule, active = well fitted curve in the direction sought with a large enough effect; inconclusive = small, poorly fitted or top-dose-only effect, or another doubt; inactive = no such curve, though single readings can be large; an effect the other way counts as inactive or inconclusive.

The first 13 compounds, to show the layout:
The line under a structure holds: MmCpn inh | Nrf2 activator | Nrf2 inh | Akt phos inh | A549 viability | HepG2 viability | Abeta rescue | CCT modulator | TGFb inhibitor
- COc1ccccc1C(=O)Nc1ccc2c(c1)CN(Cc1cnc(C)s1)CC2
→ 3% | 6.2% | -11% | i | -2% | -23% | -7% | -0.4 | -22%
- O=C(NC1CC(=O)N(c2cccc(F)c2)C1)c1ccc(S(=O)(=O)N2CCOCC2)cc1 (stereo not given)
→ x | 2.9% | x | x | 12% | -9% | 0% | x | -51%
- CSCCC1(C(=O)O)NC(c2ccccc2O)C2C(=O)N(C(C)C)C(=O)C21 (stereo not given)
→ -1% | -0.7% | -5% | i | -5% | 5% | -14% | 0.1 | -1%
- COc1cccc(CN(CC2CCCO2)C(=O)c2cc3ccccc3oc2=O)c1 (stereo not given)
→ -2% | 2.1% | 3% | i | 8% | 0% | 5% | -1.9 | -5%
- O=C(O)c1ccccc1C(=O)N1N=C2/C(=C/c3cccc([N+](=O)[O-])c3)CCCC2C1c1cccc([N+](=O)[O-])c1 (stereo not given)
→ 1% | 2.2% | 3% | i | 1% | -18% | 19% | -0.6 | -17%
- COc1cccc(C(=O)NN2CC(O)=C(c3nc4ccccc4s3)C2=N)c1
→ 1% | -0.4%[9.22 µM] | 20% | i | 1% | -8% | -5% | -1.2 | 2%
- Cc1ccc(/C=C\c2nccc3c2[nH]c2ccccc23)cc1
→ -7% | 10% | u | i | 3%&3% | -33%&-88% | -39%[inhibitor] | -7.5 | u
- COc1ccc(C(=O)NC2CCN(C(=S)Nc3ccc(C)cc3)CC2)cc1
→ 2% | 0.2% | -1% | i | 1% | -6% | -23% | 0.1 | -13%
- Cc1cccc(OCc2nnc(SC(C)C(=O)O)n2-c2ccccc2)c1 (stereo not given)
→ 1% | 0.3% | -1% | i | 4% | -9% | -2% | -2.9 | -7%
- Cc1ccc(N2C(=O)C3C(C2=O)C2C=CC3C23CC3)c([N+](=O)[O-])c1 (stereo not given)
→ u | 0.1% | u | i | 1% | 9% | 4% | -2.1 | -4%
- COc1ccc(Cl)cc1NC(=O)CN1CCC(n2nnc3cc(F)ccc32)CC1
→ -1% | -0.6% | 10% | i | 6% | 8% | 2% | 1.3 | u
- O=S(=O)(c1ccccc1Cl)N1CCCC(c2nc(-c3cccnc3)no2)C1 (stereo not given)
→ 2% | 2.2% | 26µM* | i | 4% | 5% | -20% | 1.8 | u
- CC(O)c1nc2cc([N+](=O)[O-])ccc2n1Cc1ccccc1 (stereo not given)
→ -2% | 1.4% | -33% | i | -3% | -4% | -6% | 0.3 | 3%

This part in full, previewed entries included:
The line under a structure holds: MmCpn inh | Nrf2 activator | Nrf2 inh | Akt phos inh | A549 viability | HepG2 viability | Abeta rescue | CCT modulator | TGFb inhibitor
- COc1ccccc1C(=O)Nc1ccc2c(c1)CN(Cc1cnc(C)s1)CC2
→ 3% | 6.2% | -11% | i | -2% | -23% | -7% | -0.4 | -22%
- O=C(NC1CC(=O)N(c2cccc(F)c2)C1)c1ccc(S(=O)(=O)N2CCOCC2)cc1 (stereo not given)
→ x | 2.9% | x | x | 12% | -9% | 0% | x | -51%
- CSCCC1(C(=O)O)NC(c2ccccc2O)C2C(=O)N(C(C)C)C(=O)C21 (stereo not given)
→ -1% | -0.7% | -5% | i | -5% | 5% | -14% | 0.1 | -1%
- COc1cccc(CN(CC2CCCO2)C(=O)c2cc3ccccc3oc2=O)c1 (stereo not given)
→ -2% | 2.1% | 3% | i | 8% | 0% | 5% | -1.9 | -5%
- O=C(O)c1ccccc1C(=O)N1N=C2/C(=C/c3cccc([N+](=O)[O-])c3)CCCC2C1c1cccc([N+](=O)[O-])c1 (stereo not given)
→ 1% | 2.2% | 3% | i | 1% | -18% | 19% | -0.6 | -17%
- COc1cccc(C(=O)NN2CC(O)=C(c3nc4ccccc4s3)C2=N)c1
→ 1% | -0.4%[9.22 µM] | 20% | i | 1% | -8% | -5% | -1.2 | 2%
- Cc1ccc(/C=C\c2nccc3c2[nH]c2ccccc23)cc1
→ -7% | 10% | u | i | 3%&3% | -33%&-88% | -39%[inhibitor] | -7.5 | u
- COc1ccc(C(=O)NC2CCN(C(=S)Nc3ccc(C)cc3)CC2)cc1
→ 2% | 0.2% | -1% | i | 1% | -6% | -23% | 0.1 | -13%
- Cc1cccc(OCc2nnc(SC(C)C(=O)O)n2-c2ccccc2)c1 (stereo not given)
→ 1% | 0.3% | -1% | i | 4% | -9% | -2% | -2.9 | -7%
- Cc1ccc(N2C(=O)C3C(C2=O)C2C=CC3C23CC3)c([N+](=O)[O-])c1 (stereo not given)
→ u | 0.1% | u | i | 1% | 9% | 4% | -2.1 | -4%
- COc1ccc(Cl)cc1NC(=O)CN1CCC(n2nnc3cc(F)ccc32)CC1
→ -1% | -0.6% | 10% | i | 6% | 8% | 2% | 1.3 | u
- O=S(=O)(c1ccccc1Cl)N1CCCC(c2nc(-c3cccnc3)no2)C1 (stereo not given)
→ 2% | 2.2% | 26µM* | i | 4% | 5% | -20% | 1.8 | u
- CC(O)c1nc2cc([N+](=O)[O-])ccc2n1Cc1ccccc1 (stereo not given)
→ -2% | 1.4% | -33% | i | -3% | -4% | -6% | 0.3 | 3%
- Fc1cccc(F)c1CN1CCN(c2ncccn2)CC1
→ 2% | 1.8% | x | i | 23% | 0% | -9% | 1.9 | 2%
- COC(=O)c1ccc(NC(=O)c2ccc(NS(=O)(=O)c3cccc4cccnc34)cc2)cc1
→ u | -0.7% | 0% | i | 0% | -15% | -1% | 2.5 | -4%
- CCCc1nnc(SCC(=O)NC2CC2)n1CC
→ 0% | 1.5% | 0% | i | 7% | -1% | 0% | -0.4 | 7%
- CCOC(=O)c1ccc(NC(=O)C(=O)NCc2ccc(/C=C(/C#N)C(=O)NCCOC)o2)cc1
→ 1% | -0.6% | 0% | i | 4% | 0% | -16% | -2.5 | 13%
- CCC(C)C(=O)NCCc1ccc(S(N)(=O)=O)cc1 (stereo not given)
→ 3% | 0.2%[9.22 µM] | 12% | i | 7% | -4% | 3% | 1.4 | 13%
- CS(=O)(=O)N(CC(=O)N1CCN(c2ccccc2)CC1)c1cccc(Br)c1
→ -1% | 0.1% | u | i | -20% | -27% | 24% | -0.8 | -6%
- Cc1c(NC(=O)C(C)OC(=O)/C=C/c2ccco2)c(=O)n(-c2ccccc2)n1C (stereo not given)
→ -1% | 0.0% | 3% | i | 3% | 14% | 0% | 1.5 | -3%
- CC(C)(C)OC(=O)N1CCC(c2c(C(=O)NC3CC3)cnn2-c2ccc(Cl)cc2)CC1
→ -2% | 2.7% | 18% | i | 1% | -6% | 2% | 1.2 | 0%
- CCCC(=O)N/C(N)=N/c1nc2ccccc2o1
→ 0% | 2.9% | u | i | 0% | 8% | -16% | -3.1 | -11%
- O=C(C1CCCN(C2CC(=O)N(c3ccc(F)cc3)C2=O)C1)N1CCCC1 (stereo not given)
→ 3% | -0.3% | -11% | i | -10% | 24% | -75%[inhibitor] | -11 | -11%
- COc1ccccc1Cc1c(-c2ccco2)nc2cc(C)c(Br)c(C)n12
→ x | 11µM* | x | i | x | x | -69%[inhibitor] | -0.6 | x
- COC(=O)c1ccc(NC(CC(C)C)C(=O)OC)c([N+](=O)[O-])c1 (stereo not given)
→ 0% | -0.7% | 1% | i | -14% | -6% | -8% | -0.1 | -6%
- CCCOP(=O)(c1ccc(N(C)C)cc1)C(O)c1ccncc1 (stereo not given)
→ -1% | -0.1% | -4% | i | -10% | -2% | 8% | -1.5 | 0%
- CC(C)=CCc1c(O)ccc2c1OC(c1ccc(O)c(O)c1)CC2=O (stereo not given)
→ x | 9.5% | 21% | i | 2% | -20% | 13% | 2.3 | 5%
- O=C(Nc1nncs1)c1cccc(S(=O)(=O)N2CCCCC2)c1
→ 2% | 0.4% | 2% | i | x | 8% | -2% | 1.0 | 0%
- CC(=O)NCCc1ccc(C(=O)Cn2cnc3ccccc3c2=O)cc1
→ 1% | 0.5% | u | i | 1% | 12% | -13% | -0.9 | 2%
- O=C(COc1ccc(-c2nnco2)cc1)Nc1cc([N+](=O)[O-])ccc1F
→ 2% | 3.4% | 15% | i | 8% | 15% | -5% | -15 | -3%
- C=CCn1c(N2CCCC2)nc2c1c(=O)n(C)c(=O)n2C
→ 1% | 3.8% | -15% | i | 1% | 4% | -13% | 1.6 | 4%
- COC(=O)C1=NN(C(=O)c2cccc(Cl)c2)C(O)(C(C)(C)C)C1 (stereo not given)
→ -1% | 5.8% | 18% | i | -2% | 4% | 19% | 0.5 | -1%
- CCOC(=O)CSc1nnc(NCC(=O)OC(C)C)c(=O)[nH]1
→ -3% | 2.9% | 4% | i | -13% | -6% | -2% | 0.1 | -6%
- Cc1ccc(Nc2nnc(-c3ccc(N4CCOCC4)c([N+](=O)[O-])c3)c3ccccc23)cc1
→ -1% | -0.9% | u | i | -28% | 1% | -8% | -0.9 | -24%
- Cn1nccc1C(=O)N/N=C/c1ccccc1[N+](=O)[O-]
→ -3% | u | 13% | i | -12% | 26% | 2% | -0.9 | 17%
- Cc1nc2sc(C(N)=O)c(N)c2c(C)c1CC(=O)c1ccccc1
→ -7% | 0.1% | 0% | i | -7% | -19% | 16% | 3.4 | -9%
- O=C(Nc1cc(S(=O)(=O)N2CCOCC2)ccc1Cl)C1CCC1
→ 0% | 0.4% | 8% | i | -5% | 4% | 3% | -0.7 | u
- CN1CCN(S(=O)(=O)c2ccc(Oc3ccc(F)cc3Br)nc2)CC1
→ 0% | 0.0% | -2% | i | 0% | 11% | -6% | -0.3 | -14%
